HCV NS3 hel inh: inhibitors of HCV NS3 helicase, primary screen, biochemical, Cy5 molecular beacon fluorescence; Hepatitis C virus NS3 helicase; NS3 helicase DNA unwinding; inhibition, % at 10.9 µM; 290,000 tested, 0.56% active; AID 1800, 2009;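 active = inhibition above the mean of all tested compounds plus 3 SD, set per campaign, cut at about 35% in these data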;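 also: 0% = DMSO wells and 100% = thioflavine S control wells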
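System: NS3 helicase fragment of HCV / Schedule: 1 h at 25 °C / Control set: DMSO alone as 0% and 110 µM thioflavine S as 100% / Reagent: Cy5/quencher beacon DNA duplex and ATP to start / Technique: Cy5 fluorescence / Replication: singlicate / Evaluation: % inhibition of end-to-start signal ratio versus controls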
PHOSPHO1 inh: PubChem AID 1565; recombinant PHOSPHO1, absorbance phosphatase assay; inhibition, % at 13.3 µM; Phosphoethanolamine/phosphocholine phosphatase (Homo sapiens), Q8TCT1; 290,000 tested, 1.1% active; in the data active = inhibition above about 60%
Target sequence (Q8TCT1 whole entry, looked up): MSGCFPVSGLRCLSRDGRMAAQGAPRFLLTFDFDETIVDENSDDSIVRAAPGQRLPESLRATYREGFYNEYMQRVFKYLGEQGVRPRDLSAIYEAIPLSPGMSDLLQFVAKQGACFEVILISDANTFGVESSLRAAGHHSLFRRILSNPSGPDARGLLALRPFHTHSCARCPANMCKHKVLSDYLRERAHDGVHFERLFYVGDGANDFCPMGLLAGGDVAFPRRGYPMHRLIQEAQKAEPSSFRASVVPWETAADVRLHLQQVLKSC
OXTR agonist: human OXTR agonists, primary screen, fluorescence, CHO-OTR cells, Fluo-8 calcium | Fluo-8 calcium fluorescence; normalized: DMSO 0%, oxytocin 100% | activation, % at 3 µM | 320,000 tested, 0.32% active | AID 2435, 2010;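 active = activation above the mean of all tested compounds plus 3 SD, cutoff set per screening run, cut at about 20% in these data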;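 also: peak over basal fluorescence ratio from a 100 s FLIPR kinetic read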
Target sequence (P30559 whole entry, looked up): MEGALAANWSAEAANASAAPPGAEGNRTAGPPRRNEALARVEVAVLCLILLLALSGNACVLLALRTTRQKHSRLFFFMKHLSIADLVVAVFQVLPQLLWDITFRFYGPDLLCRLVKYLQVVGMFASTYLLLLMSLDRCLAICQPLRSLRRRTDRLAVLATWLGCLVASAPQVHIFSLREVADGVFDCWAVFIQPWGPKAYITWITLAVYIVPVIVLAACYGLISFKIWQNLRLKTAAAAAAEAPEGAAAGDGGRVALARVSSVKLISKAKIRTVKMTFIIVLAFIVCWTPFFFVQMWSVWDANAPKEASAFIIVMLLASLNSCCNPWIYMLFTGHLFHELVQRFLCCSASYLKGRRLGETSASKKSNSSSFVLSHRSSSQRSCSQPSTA
IMP-1 inh: IMP-1 metallo-beta-lactamase inhibitors, primary screen, biochemical, epi-absorbance readout, Pseudomonas aeruginosa enzyme. metallo-beta-lactamase IMP-1 (Pseudomonas aeruginosa). purified IMP-1, nitrocefin hydrolysis, epi-absorbance fluorescence. inhibition, % at 5.6 µM. 290,000 tested, 0.45% active. AID 1556, 2009;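 active = inhibition above the mean plus 3 SD of all compounds in the same screening run, cut at about 4.5% in these data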;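 also: 0% = IMP-1 with DMSO and 100% = DMSO wells lacking enzyme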
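System: Purified recombinant IMP-1 metallo-beta-lactamase enzyme | Measured by: Fluorescence quenching readout, ex 480/em 530 nm | Replication: Singlicate | Incubation: 15 min preincubation plus 25 min reaction at 25 °C | Evaluation: Percent inhibition from optical density relative to buffer-blank wells | Benchmarks: DMSO with and without IMP-1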
FID counter: compounds displacing fluorescent DNA intercalator, primary screen, artefact control for HCV NS3 helicase inhibitor project, biochemical, FID fluorescence; DNA fluorescent intercalator displacement; inhibition, % at 7.9 µM; 290,000 tested, 0.17% active; AID 1845, 2009; in the data active = inhibition above about 37%;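 also: 0% = vehicle and 100% = reference compound; higher means more ethidium bromide displaced from hairpin DNA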
GPR7 antagonist: GPR7 receptor antagonists, primary screen, cell-based, fluorescence, single concentration; AID 1861, 2009; inhibition, % at 4.4 µM; 290,000 tested, 1.1% active; Neuropeptides B/W receptor type 1 (Homo sapiens), P48145; GPR7-expressing cells, fluorescence antagonist assay; in the data active = inhibition above about 16%, passing the limit was not always enough;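 also: cells stimulated with the agonist NPW; 0% = agonist with vehicle and 100% = vehicle without agonist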
V1aR counter: agonists of human V1a receptor, primary screen, counter-screen for OXTR agonist project, fluorescence, CHO-V1R cells. Vasopressin V1a receptor (Homo sapiens), P37288. Fluo-8 calcium fluorescence, agonist mode; 0% DMSO, 100% 3 nM vasopressin. activation, % at 3 µM. 320,000 tested, 0.25% active. AID 2797, 2010;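 active = activation above the mean activation of all tested compounds plus 3 SD, per screening run, cut at about 20% in these data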;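 also: signal is peak over basal fluorescence ratio across a 100 second FLIPR read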
VIM-2 inh: VIM-2 metallo-beta-lactamase inhibitors, primary screen, biochemical, epi-absorbance readout, Pseudomonas aeruginosa enzyme. purified VIM-2, nitrocefin hydrolysis, epi-absorbance fluorescence. inhibition, % at 5.6 µM. 290,000 tested, 0.89% active. AID 1527, 2009;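 active = inhibition above the mean of all tested compounds plus 3 SD, cutoff set per screening run, cut at about 7.5% in these data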;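 also: red hydrolysis product quenches plate fluorescence so inhibitors raise well fluorescence; 0% = enzyme with DMSO and 100% = DMSO without enzyme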
GalR3 antagonist: GalR3 antagonists in HEK293 cells, primary screen, cell-based, fluorescence readout | HEK293 GalR3-CNG cAMP membrane potential fluorescence; galR3 body fused to GalR1 C-terminus | inhibition, % at 3 µM | 360,000 tested, 0.44% active;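 active = inhibition above the screen-wide average plus 3 SD, cut at about 13% in these data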;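 also: forskolin and galanin both at EC90 stimulate the cells; cAMP rise reported by CNG channel membrane potential dye signal; 0% = forskolin plus galanin with DMSO and 100% = forskolin alone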
Target sequence (O60755 1-299 limits assumed): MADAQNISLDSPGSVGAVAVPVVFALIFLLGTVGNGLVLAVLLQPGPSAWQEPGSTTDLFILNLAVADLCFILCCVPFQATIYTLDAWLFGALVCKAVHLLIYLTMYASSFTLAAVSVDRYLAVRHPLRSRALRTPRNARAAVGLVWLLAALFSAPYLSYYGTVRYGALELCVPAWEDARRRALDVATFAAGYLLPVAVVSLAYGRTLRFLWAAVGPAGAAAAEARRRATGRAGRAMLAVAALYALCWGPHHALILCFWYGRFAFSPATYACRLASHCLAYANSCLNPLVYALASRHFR
* marks the source's active call; other numbers are inactive results; . = no result given.

SMILES | HCV NS3 hel inh | PHOSPHO1 inh | OXTR agonist | IMP-1 inh | FID counter | GPR7 antagonist | V1aR counter | VIM-2 inh | GalR3 antagonist
O=C(CCCn1c(=S)[nH]c2cc3c(cc2c1=O)OCO3)N1CCN(c2ccccc2)CC1 | 2 | 69* | 0.5 | -2.4 | -13 | -15 | 1.1 | -6.6 | -4
CCCCN(C)CCNC(=O)CCn1nc(-c2ccc(C)cc2)ccc1=O | -3 | 26 | -1.4 | -1.8 | -1 | -15 | 0.5 | -2.9 | -15
CC(C)c1ccc(C2/C(=C(\O)c3ccc4c(c3)OCCO4)C(=O)C(=O)N2CCN2CCOCC2)cc1 (stereo unspecified) | 16 | 28 | 0.5 | -1.9 | -54 | 6 | 0.9 | -6.1 | 0
CCC(C(=O)OCC(=O)Nc1c(Cl)cc(Cl)cc1Cl)c1ccccc1 (stereo unspecified) | -8 | -48 | -1.9 | -2.0 | -21 | -9 | 1.9 | -3.1 | -5
O=C1CC(Cc2ccccc2)C(=O)N1CCCn1ccnc1 (stereo unspecified) | 4 | 3 | -0.8 | -0.8 | 11 | 6 | 2.7 | -3.7 | -1
CCOC(=O)CNC(=O)c1ccc(C)cc1 | -4 | 6 | -0.4 | -3.2 | -1 | -3 | 0.3 | -1.4 | 2
COc1ccc(N(C)C(=O)c2ccc3c(Cl)c4c(nc3c2)CCCC4)c(OC)c1 | -12 | 34 | -0.9 | -1.7 | -59 | -1 | 1.1 | -0.8 | -8
CCCN1C2=NCCCN2c2ccccc21 | 15 | -91 | 0.2 | -3.2 | -9 | -6 | 0.7 | -2.2 | 1
NC(=O)CC[C@H](NC(=O)OCc1ccccc1)C(=O)OCc1ccc(Cl)cc1 | -6 | -2 | -0.3 | -1.6 | -31 | -1 | 0.0 | -2.8 | 0
COc1ccccc1C1(CC(=O)Nc2nccs2)CCOC(C(C)C)C1 (stereo unspecified) | -7 | 26 | 0.1 | -3.0 | -23 | 9 | 0.6 | -3.2 | -6
CN=c1scc(-c2ccccc2F)n1/N=C(\C)c1cccnc1 | 16 | -11 | 2.2 | -2.2 | -18 | -21 | 2.6 | -2.2 | -7
COc1ccc2[nH]c(-c3ccc(C)cc3)cc(=O)c2c1 | 0 | -11 | -0.8 | -2.9 | -2 | -2 | 0.7 | -2.2 | .
CCN(Cc1ccccc1)C(=O)CCc1nnc(CCCc2ccccc2)o1 | -3 | 1 | -1.4 | 0.4 | -38 | 15 | -0.2 | 0.3 | -3
C[C@]1(C(=O)NCCc2c[nH]c3ccccc23)C=C[C@@H](Cc2ccccc2)N1C(=O)c1ccccc1 | -12 | -9 | -0.6 | -1.1 | -35 | 4 | 0.4 | -0.7 | -8
CC(C)CC(=O)c1c[nH]c(C(=O)NCCc2ccccn2)c1 | -2 | -8 | 0.2 | -0.8 | -9 | 1 | 1.4 | -1.2 | -2
CC(Sc1nnc(N)s1)C(=O)Nc1ccc2c(c1)OCCO2 (stereo unspecified) | 0 | 37 | -0.6 | -2.5 | -6 | -12 | -0.1 | -0.8 | -1
O=C(CSc1ccc(C(F)(F)F)cn1)Nc1ccccc1 | -3 | 23 | -3.8 | 0.4 | 0 | -9 | 9.1 | -2.3 | -4
NNC(=S)Nc1ccc(Cl)cc1 | -2 | -52 | 0.1 | -3.7 | -1 | -4 | -0.7 | -4.6 | -2
COCCNC(=O)/C(C#N)=C/c1c(N2CCN(c3ccccc3)CC2)nc2c(C)cccn2c1=O | 5 | 7 | -1.2 | -2.5 | -30 | -24 | 1.8 | 0.5 | -7
COc1ccccc1-n1c(CNC(=O)c2ccco2)nnc1SCC(=O)Nc1nccs1 | -6 | -5 | -0.5 | -5.4 | -16 | -9 | 0.9 | 0.0 | .
CCc1cc(CNC(=O)C2CCC(=O)N(Cc3ccc(Cl)cc3)C2)on1 (stereo unspecified) | -4 | 44 | 0.4 | 0.8 | -12 | 2 | 1.1 | 0.1 | -5
N#CCCn1c(Cl)nc2ccccc21 | 1 | 9 | 0.1 | -2.1 | -1 | -8 | 1.7 | -2.1 | -7
CC(=O)Nc1ccc(N2CCC(C)CC2)c([N+](=O)[O-])c1 | 0 | 30 | -1.0 | -3.0 | 1 | -8 | -0.1 | -3.1 | -4
CCCN1Cc2cccc(C(=O)NC(CC(=O)OCC)c3ccc(OCC)c(OC)c3)c2C1=O (stereo unspecified) | -4 | 13 | -2.1 | -2.2 | -35 | -3 | -0.6 | -2.6 | -1
COc1ccc(-c2cc(NCCc3ccncc3)n3ncnc3n2)cc1 | -3 | -51 | -1.0 | -2.0 | -13 | 1 | 0.0 | 2.4 | 10

The listing continues.
SMILES | HCV NS3 hel inh | PHOSPHO1 inh | OXTR agonist | IMP-1 inh | FID counter | GPR7 antagonist | V1aR counter | VIM-2 inh | GalR3 antagonist
COc1ccc(OCCSc2nnc(-c3ccoc3C)n2C)cc1 | 2 | 34 | -0.1 | -0.3 | -23 | 1 | -0.3 | -1.6 | -1
Cc1ccc(NC(=S)N(CCN2CCOCC2)Cc2ccccc2F)cc1Cl | 5 | 11 | -2.2 | -3.6 | 12 | -3 | -0.3 | -4.3 | 3
C=CCNS(=O)(=O)c1cc2c3c(c1)CCN3C(=O)CC2 | 3 | 40 | 0.8 | -0.9 | -4 | -8 | 0.3 | -1.1 | -2
O=C(NC(Cc1ccccc1)C(=O)O)/C(=C/c1ccc(Cl)cc1)NC(=O)c1ccco1 (stereo unspecified) | 7 | 13 | -0.4 | -3.2 | -31 | -10 | 0.1 | -1.6 | -7
CC(C)C(NC(=O)C1CCC(C(C)(C)C)CC1)C(=O)NCCc1ccc(S(N)(=O)=O)cc1 (stereo unspecified) | -4 | 37 | 0.0 | 0.2 | -28 | 4 | -0.2 | 0.6 | 8
O=C(CN1C(=O)S/C(=C\C=C\c2ccccc2)C1=O)N1CCOCC1 | 7 | 24 | 0.4 | -2.6 | -20 | -1 | 0.9 | -2.8 | 4
Cc1nc([N+](=O)[O-])c(NCCCO)n1Cc1ccccc1 | -3 | -11 | 0.7 | -2.6 | -1 | -11 | 0.0 | -1.9 | -2
CC1(C(=O)CSc2n[nH]c(-c3ccccc3Cl)n2)CCC(=O)O1 (stereo unspecified) | -1 | -61 | -1.0 | -0.8 | 4 | 0 | -0.3 | -2.6 | .
Cc1ccsc1/C=N/NC(=O)C1C(=O)NCC1c1ccccc1 (stereo unspecified) | 3 | 23 | 0.5 | -2.5 | -13 | -10 | -0.7 | -0.1 | 1
Cc1cc2nc(C)c(Cc3ccccc3)c(=O)n2[nH]1 | -3 | 18 | 0.6 | -2.7 | -7 | 1 | 0.5 | -2.1 | 1
Cc1ccc(Cn2c(=N)c(C(=O)NC3CCCC3)cc3c(=O)n4ccccc4nc32)cc1 | -7 | 16 | 0.1 | -2.5 | 2 | 0 | 0.7 | -1.2 | .
COc1ccc(C(=O)NC(=S)Nc2cccc(NC(=O)c3ccco3)c2)cc1[N+](=O)[O-] | 2 | 11 | -0.7 | -3.2 | 8 | 8 | 0.8 | -0.6 | 0
O=C(NCc1cccnc1)C12CC3CC(CC(Cl)(C3)C1)C2 | 13 | 25 | -1.1 | -1.2 | -11 | -21 | -0.1 | -1.2 | -3
COC(=O)c1ccccc1NC(=O)CC(NCc1ccccc1)C(=O)O (stereo unspecified) | -8 | . | -0.6 | -2.6 | -3 | -9 | 0.2 | 1.1 | -7
O=C(NCc1ccco1)C1CCN(C(=O)c2cc3sccc3n2Cc2ccc(F)cc2)CC1 | -2 | -3 | 9.7 | -4.1 | -28 | -8 | 5.8 | -2.6 | -8
CCOC(=O)c1ccc(NC(=O)CSc2nnc(-c3ccncc3)n2C)cc1 | -2 | -28 | -1.2 | -3.7 | -20 | -6 | -0.2 | -2.9 | -8
NC(=O)N=Nc1c(O)n(Cc2ccccc2)c2ccc(Br)cc12 | -2 | 29 | . | -3.7 | -25 | -19 | . | 7.5 | -7
CC1CCN(C(=O)c2ccccc2NC(=O)c2cccs2)CC1 | 0 | . | -0.5 | -1.8 | -15 | 6 | -1.0 | -0.7 | -2
CCc1n(CC(O)COCc2ccccc2)c2ccccc2[n+]1C (stereo unspecified) | 19 | -62 | -1.0 | -1.3 | 1 | -10 | 1.1 | -0.9 | -6
O=C1CCC(C(=O)N2CCCC(N3CCN(c4cccc(C(F)(F)F)c4)CC3)C2)=NN1 (stereo unspecified) | 5 | 4 | -2.1 | -1.5 | -37 | 1 | -0.4 | -0.1 | -4
Cc1nn(S(=O)(=O)N(C)C)c(C)c1CN1C(=O)c2ccccc2C1=O | -1 | 7 | 1.3 | -1.0 | 3 | -8 | 2.1 | -1.5 | 0
O=C(Cc1cccs1)Nc1ccc(S(=O)(=O)N2CCCC2)cc1 | 33 | 15 | 1.1 | -1.5 | 4 | 7 | 0.6 | -0.8 | -6
CCC(C)n1c(SCC(=O)NC(=O)Nc2ccc3c(c2)OCCO3)nc2ccccc2c1=O (stereo unspecified) | -5 | 11 | 1.1 | -1.7 | 0 | 2 | 0.4 | -2.1 | -8
Cc1c(C(=O)N2CCN(c3ccccc3F)CC2)oc2c1C(=O)CC(C)(C)C2 | -3 | -4 | -2.3 | -1.5 | -41 | 2 | -0.2 | -0.7 | 3
COc1ccc(NC(=S)N2CCN(S(=O)(=O)c3ccc(C)cc3)CC2)cc1 | -14 | 36 | 0.1 | -2.5 | -31 | -15 | 1.2 | -2.7 | -2
O=c1[nH]ncc(NCCc2ccccc2)c1Cl | -2 | 13 | 0.6 | 0.1 | 1 | -3 | 1.3 | -5.7 | 0
O=C(Oc1nsnc1N1CCOCC1)N(c1ccccc1)c1ccccc1 | -8 | 18 | -0.8 | -2.9 | -27 | 2 | 6.5 | -4.9 | -3
CCCCSc1nc2ccc(Nc3nc(N4CCOCC4)nc(N4CCOCC4)n3)cc2s1 | -2 | 12 | -1.0 | -3.0 | -5 | -11 | 0.3 | -0.6 | 1
CC(=O)N1CCc2c(sc3c2c(=O)n(Cc2ccccc2)c(=O)n3CC(=O)NCC2CCCO2)C1 (stereo unspecified) | -5 | 15 | -0.9 | -3.6 | -22 | -12 | -0.1 | -2.3 | .

Exported with two lines to a compound: entries from further up
Under each structure: HCV NS3 hel inh, PHOSPHO1 inh, OXTR agonist, IMP-1 inh, FID counter, GPR7 antagonist, V1aR counter, VIM-2 inh, GalR3 antagonist
- CC(C)c1ccc(C2/C(=C(\O)c3ccc4c(c3)OCCO4)C(=O)C(=O)N2CCN2CCOCC2)cc1 (stereo unspecified)
  16, 28, 0.5, -1.9, -54, 6, 0.9, -6.1, 0
- O=C(CSc1ccc(C(F)(F)F)cn1)Nc1ccccc1
  -3, 23, -3.8, 0.4, 0, -9, 9.1, -2.3, -4

Screening data (PubChem BioAssay)

Compounds as they come; 4.3% or so of the library scored in one or more.
